Screening results (PubChem)
aSyn yeast inh: qHTS of alpha-syn Inhibitors | Yeast expressing alpha-synuclein, growth rescue, BacTiter-Glo, 24 h | Potency, µM (top dose mostly 46.1 µM), for inactives: at the highest dose growth rescue (activation), usual class: activators | 370,000 tested, 0.14% active; active = well fitted activation curve with a large enough effect; note: potency is the fitted concentration of half-maximal effect; % of control where 0% means no effect; nearly all actives have a fitted effect of over 65% in size
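Readout is rescue of growth in alpha-synuclein-expressing yeast, so inhibitors of toxicity appear as activators. Growth after 24 hr at 30 deg C in galactose medium is quantified by luminescence.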
DRD3 agonist: qHTS of D3 Dopamine Receptor Agonist: qHTS; 410,000 tested, 0.58% active; D3R DiscoveRx beta-arrestin cells, luminescence, 90 min; D(3) dopamine receptor (Homo sapiens), P35462; max activation, %; in the data active = max activation above about 30%; note: 0% is about no effect; mostly tested at two doses, the higher about 12 µM
Target sequence (P35462 whole entry, looked up): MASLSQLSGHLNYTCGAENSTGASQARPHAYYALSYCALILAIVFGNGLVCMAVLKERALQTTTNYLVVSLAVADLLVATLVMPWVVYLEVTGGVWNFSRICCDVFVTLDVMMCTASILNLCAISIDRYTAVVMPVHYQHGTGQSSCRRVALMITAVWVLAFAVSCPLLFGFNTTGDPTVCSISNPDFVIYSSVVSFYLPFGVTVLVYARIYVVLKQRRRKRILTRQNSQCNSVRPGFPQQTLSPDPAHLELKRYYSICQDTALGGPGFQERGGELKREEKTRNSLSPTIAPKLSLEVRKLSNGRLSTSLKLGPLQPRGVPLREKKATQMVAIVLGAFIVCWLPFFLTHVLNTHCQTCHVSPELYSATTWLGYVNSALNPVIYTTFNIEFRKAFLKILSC
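Cells at 1500/well, incubated overnight, then treated with pinned compounds (dopamine as control) for 90 min at 37 degrees C. DiscoveRx reagent added for 30 - 60 minutes at room temperature; luminescence read.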
An asterisk follows results filed as active; . = no result given; & = joins results of further samples. Not all compounds are listed. The share of hits here may be higher or lower than overall.

A first look, 13 compounds:
Fields – aSyn yeast inh	DRD3 agonist
CCCCC(O)c1ccccc1 (configuration not stated)
 : .	0.5
O=C(O)CNC(=O)c1ccccc1I
 : .	-6.4
O=C(O)c1ccc[n+]([O-])c1
 : .	-11.4
Nc1nnnn1-c1ccccc1
 : .	9.2
Cc1cc(NS(=O)(=O)c2ccc(N)cc2)nc(C)n1
 : .	4.6
CCCCCCCCCCCCCCCC(=O)O[C@@H]1CC(C)=C(/C=C/C(C)=C/C=C/C(C)=C/C=C/C=C(C)/C=C/C=C(C)/C=C/C2=C(C)C[C@@H](OC(=O)CCCCCCCCCCCCCCC)CC2(C)C)C(C)(C)C1
 : .	-4.6
COc1cc(NS(=O)(=O)c2ccc(N)cc2)nc(C)n1
 : .	-6.7
O=c1[nH]c2cc(C(F)(F)F)c(N3CCOCC3)cc2n(CP(=O)(O)O)c1=O
 : .	7.7
N[C@H]1CN(c2c(F)cc3c(=O)c(C(=O)O)cn(C4C[C@H]4F)c3c2Cl)CC12CC2 (some centres not stated)
 : .	-3.1
CCOC(=O)c1ccc(OCCN2C[C@H](O)[C@@H](O)[C@H](O)[C@H]2CO)cc1
 : .	-6.4
Cc1oc(=O)oc1CN1CCN(c2cc3c(cc2F)c(=O)c(C(=O)O)c2n3C(C)S2)CC1 (configuration not stated)
 : .	10.3
CCC(=O)O
 : .	-6.9
CC(O)CN(C)C (configuration not stated)
 : .	6.0

This part in full, from the first entry:
Fields – aSyn yeast inh	DRD3 agonist
CCCCC(O)c1ccccc1 (configuration not stated)
 : .	0.5
O=C(O)CNC(=O)c1ccccc1I
 : .	-6.4
O=C(O)c1ccc[n+]([O-])c1
 : .	-11.4
Nc1nnnn1-c1ccccc1
 : .	9.2
Cc1cc(NS(=O)(=O)c2ccc(N)cc2)nc(C)n1
 : .	4.6
CCCCCCCCCCCCCCCC(=O)O[C@@H]1CC(C)=C(/C=C/C(C)=C/C=C/C(C)=C/C=C/C=C(C)/C=C/C=C(C)/C=C/C2=C(C)C[C@@H](OC(=O)CCCCCCCCCCCCCCC)CC2(C)C)C(C)(C)C1
 : .	-4.6
COc1cc(NS(=O)(=O)c2ccc(N)cc2)nc(C)n1
 : .	-6.7
O=c1[nH]c2cc(C(F)(F)F)c(N3CCOCC3)cc2n(CP(=O)(O)O)c1=O
 : .	7.7
N[C@H]1CN(c2c(F)cc3c(=O)c(C(=O)O)cn(C4C[C@H]4F)c3c2Cl)CC12CC2 (some centres not stated)
 : .	-3.1
CCOC(=O)c1ccc(OCCN2C[C@H](O)[C@@H](O)[C@H](O)[C@H]2CO)cc1
 : .	-6.4
Cc1oc(=O)oc1CN1CCN(c2cc3c(cc2F)c(=O)c(C(=O)O)c2n3C(C)S2)CC1 (configuration not stated)
 : .	10.3
CCC(=O)O
 : .	-6.9
CC(O)CN(C)C (configuration not stated)
 : .	6.0
Cn1c(O)c(N=NC(N)=S)c2ccccc21
 : .	-7.7
Cc1ccc(S(=O)(=O)NC(=O)NC2CCCCCCC2)cc1
 : .	3.5
Cc1c(C(=O)NCCO)[n+](=O)c2ccccc2n1[O-]
 : .	10.1
Cc1nc(-c2ccc(Cl)cc2)oc1COC(C)(C)C(=O)O
 : .	-1.6
Cc1c(I)c(=O)n(-c2ccccc2)n1C
 : .	-0.8
Cn1c(=O)c2[nH]c(Br)nc2n(C)c1=O
 : .	1.5
C[C@@H]1C[C@H]2C3C[C@H](F)C4=CC(=O)C=CC4(C)[C@@]3(F)[C@@H](O)CC2(C)[C@@]1(O)C(=O)COC(=O)C(C)(C)C (some centres not stated)
 : .	-19.1
CC1(C)O[C@H]2CC(=O)OC[C@]23[C@H]2CC[C@@]4(C)[C@H](c5ccoc5)OC(=O)[C@H]5O[C@]54[C@]2(C)C(=O)C[C@@H]13
 : .	-3.8
CCC1Nc2cc(Cl)c(S(N)(=O)=O)cc2S(=O)(=O)N1 (configuration not stated)
 : .	8.5
COc1cc(C(=O)OC(COCCC(C)C)CN2CCOCC2)cc(OC)c1OC (configuration not stated)
 : .	2.7
Cc1ccccc1C(=O)Nc1ccc(C(=O)N2CCCC(O)c3cc(Cl)ccc32)c(C)c1 (configuration not stated)
 : .	2.6
CCC(C)[C@@H](N)C(=O)O (some centres not stated)
 : .	1.2
O=C1c2c(O)cccc2[C@H]([C@@H]2O[C@H](CO)[C@@H](O)[C@H](O)[C@H]2O)c2cc(CO)cc(O)c21
 : .	-21.3&-1.3
CCCCCCCCCCCCCCC[C@H](O)[C@H](N)CO
 : 1.5%&-2.0%	.
Cc1cc(CC(C)CC(C)(C)C)n(O)c(=O)c1 (configuration not stated)
 : 9.6%	.
C[C@@H](N)C1CCC(C(=O)Nc2ccncc2)CC1 (some centres not stated)
 : -9.6%	.
CN(C(=O)CCCOc1ccc2[nH]c(=O)ccc2c1)C1CCCCC1
 : 0.0%	5.5
CCN(CC)CCn1c(=O)c(Cc2ccc(OC)cc2)nc2ccccc21
 : 0.5%	-26.6
